# EPAC1 antagonist = blocks human EPAC1 exchange factor | EPAC1 GEF assay, Rap1b-BODIPY-GDP exchange fluorescence | Potency, µM (doses to about 115 µM), for the others: top-dose activity change, negative = inhibition, most hits filed as inhibitors | AID 720709 | O95398 | 360,000 compounds, 0.14% hits;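 further: potency means the concentration at half of the fitted maximal effect; plate controls were vehicle for no effect and positive control for full effect; nearly all actives have a fitted effect of over 50% in size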
# aSyn yeast inh = inhibitors of alpha-synuclein toxicity in yeast. Yeast expressing alpha-synuclein, growth rescue, BacTiter-Glo, 24 h. Potency, µM (top dose mostly 46.1 µM), without a hit: at the top dose growth rescue (activation), usual class: activators. 370,000 compounds, 0.14% hits; further: potency means the concentration at half of the fitted maximal effect; % of control where 0% means no effect; nearly all actives have a fitted effect of over 65% in size
#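 Screening used galactose-induced yeast with toxic alpha-synuclein levels, exposed to compound for 24 hr at 30 deg C. Cell growth, read with BacTiter-Glo luminescence, gave the measured signal.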
# IL2 activator = activates IL-2 in a cell-based reporter assay; AID 652025; 360,000 compounds, 0.065% hits; activation, % (series mostly up to about 46 µM); IL-2 activation reporter assay, cell-based qHTS; stimulated with anti-CD3/CD4/CD28 beads; in transgenic mouse T cells; in the data active means activation above about 50%; inconclusive means mostly about 30% to 49%; further: 0% is about no effect
#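 Unstimulated transgenic mouse T cells, 750 per well, received compound and, after 60 minutes, anti-CD3/anti-CD4 bead plus anti-CD28 stimulation. EGFP and DsRed were quantified after 18 hours.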
# PLK1 PBD block = inhibitors of human PLK1 polo-box domain binding. P53350. Plk1 PBD binding of FITC phosphopeptide, fluorescence polarization. Potency, µM, inactives show max response, negative = inhibition, usual class: inhibitors. 360,000 compounds, 2.8% hits. AID 720504; further: potency means the concentration at half of the fitted maximal effect; series mostly up to about 57 µM; on the % scale 0 is the no-effect control and ±100 the full control effect; nearly all actives have a fitted effect of over 65% in size
# Target sequence (P53350 whole entry, looked up, the tested form may be a part): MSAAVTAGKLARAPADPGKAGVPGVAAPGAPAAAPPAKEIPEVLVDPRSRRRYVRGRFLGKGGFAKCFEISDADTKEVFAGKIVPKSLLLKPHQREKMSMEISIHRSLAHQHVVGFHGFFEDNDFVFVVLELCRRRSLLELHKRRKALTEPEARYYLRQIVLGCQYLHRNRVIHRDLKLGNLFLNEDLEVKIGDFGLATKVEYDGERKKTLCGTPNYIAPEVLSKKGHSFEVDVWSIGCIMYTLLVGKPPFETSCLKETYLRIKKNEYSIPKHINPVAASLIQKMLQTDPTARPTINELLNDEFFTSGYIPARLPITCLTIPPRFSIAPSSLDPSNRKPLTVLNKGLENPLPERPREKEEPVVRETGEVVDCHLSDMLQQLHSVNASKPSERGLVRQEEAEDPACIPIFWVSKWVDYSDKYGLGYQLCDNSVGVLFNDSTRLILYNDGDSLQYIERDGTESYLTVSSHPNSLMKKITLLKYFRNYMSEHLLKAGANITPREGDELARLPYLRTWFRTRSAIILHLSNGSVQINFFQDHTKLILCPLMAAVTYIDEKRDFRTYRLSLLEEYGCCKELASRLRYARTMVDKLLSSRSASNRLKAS
# FUS suppressor = FUS proteinopathy suppression in yeast. Potency, µM (doses to about 76.6 µM), for the others: at the highest dose growth rescue (activation), hits mostly activators. AID 1347120. S. cerevisiae FUS-expressing, growth rescue, OD600, 24 h. 390,000 compounds, 0.24% hits;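 further: potency means the concentration at half of the fitted maximal effect; plate controls were DMSO vehicle for no effect and reference control for full effect; nearly all actives have a fitted effect of over 55% in size; some results filed as inactive show a strong effect at the top dose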
#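 FUS-expressing yeast, raffinose-pregrown, induced in 2% galactose minimal medium at OD 0.005; compounds in a dilution series, 24hr at 30C. Growth restoration read as absorbance at 600 nm. CP55940 positive control, DMSO negative.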
# EPAC1 ag = activates human EPAC1 exchange factor; O95398; EPAC1 agonist qHTS, biochemical assay; response scale: 100% = response to 6.5 mM cAMP; Potency, µM (doses to about 154 µM), without a hit: at the highest dose activation, actives largely listed as activators; 360,000 compounds, 0.073% hits; further: potency means the concentration at half of the fitted maximal effect; nearly all actives have a fitted effect of over 60% in size
#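 Normalized to 6.5 mM cAMP, activity reflects EPAC1-catalysed release of BODIPY-GDP from Rap1B, followed kinetically over 30 min at 480 nm excitation, 540 nm emission. Reaction contained 100 nM EPAC1, 250 nM Rap1B-BODIPY-GDP, 50 uM GDP.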
# Abeta rescue = A-beta toxicity reversal in yeast | yeast expressing A-beta42, growth rescue, OD600, 48 h; response scale: 0% DMSO, 100% iron-clioquinol control | Potency, µM (doses to about 46.1 µM), for inactives: at the top dose growth rescue, most hits filed as activators | AID 1347071 | 410,000 compounds, 0.063% hits; further: potency means the concentration at half of the fitted maximal effect; nearly all actives have a fitted effect of over 55% in size
#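 Growth rescue measured by 600 nm absorbance after 48 h yeast culture at 30 C with compound. Values normalized between DMSO and an equimolar ferric chloride plus clioquinol control.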
# PI5P4Ka inh = blocks human PI5P4K alpha kinase activity. PI5P4Kalpha enzyme, ADP-Glo luminescence, 60 min; stronger effect = lower value. AID 652105. max response, %. 330,000 compounds, 1.2% hits. P48426; active means max response of -50% or lower; inconclusive means between -30% and -50%; inactive means -30% or higher; further: value at the top dose of about 77 µM; on the % scale 0 is the no-effect control and ±100 the full control effect
# Target sequence (P48426 whole entry, looked up): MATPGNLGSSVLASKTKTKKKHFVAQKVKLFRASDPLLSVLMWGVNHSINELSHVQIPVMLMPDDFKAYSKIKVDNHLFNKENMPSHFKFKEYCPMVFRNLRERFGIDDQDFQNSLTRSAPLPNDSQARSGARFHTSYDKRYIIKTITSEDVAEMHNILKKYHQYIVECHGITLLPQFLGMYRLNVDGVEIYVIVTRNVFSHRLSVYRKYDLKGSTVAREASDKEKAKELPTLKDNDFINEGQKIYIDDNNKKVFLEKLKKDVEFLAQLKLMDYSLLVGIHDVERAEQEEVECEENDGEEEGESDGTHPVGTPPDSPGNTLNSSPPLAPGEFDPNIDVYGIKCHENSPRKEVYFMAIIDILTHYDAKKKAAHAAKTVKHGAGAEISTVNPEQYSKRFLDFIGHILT
#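 Luminescence from ADP-Glo served as readout of PI5P4Kalpha activity in a qHTS format. Reaction: enzyme, substrate, compound, ATP at 5 microM final, 60 min at RT.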
# WRN inhibitor = blocks human WRN helicase. Potency, µM (doses to about 114 µM), without a hit: at the highest dose activity change, negative = inhibition, usual class: inhibitors. AID 651768. Q14191. 360,000 compounds, 0.46% hits. WRN helicase unwinding, fluorescent forked duplex, kinetic; further: potency means the concentration at half of the fitted maximal effect; on the % scale 0 is the no-effect control and ±100 the full control effect; nearly all actives have a fitted effect of over 55% in size
#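 Screening of the MLSMR collection measured strand separation of a quenched forked DNA duplex (100 nM) by 20 nM WRN with 2 mM ATP, all final. Compounds were preincubated with enzyme 15 min at room temperature.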
# Numbers without * were called inactive; u = inconclusive; x = not tested or not shown; & = joins results of further samples; [ ] = another dose, or the depositor's remark. Unless noted, the call rests on the fitted dose curve; in most records, active means well fitted curve in the direction sought with a large enough effect; inconclusive means small, poorly fitted or top-dose-only effect, or another doubt; inactive means no such curve, though single readings can be large; an effect the other way counts as inactive or inconclusive. An unsorted share of the library; any-hit rate near 4.1%.
SMILES,EPAC1 antagonist,aSyn yeast inh,IL2 activator,PLK1 PBD block,FUS suppressor,EPAC1 ag,Abeta rescue,PI5P4Ka inh,WRN inhibitor
O=C(Nc1ccccc1Cl)N1CCn2c(nc3ccccc32)C1,-16%,0%,-1.5,1%,-19%,12%,-14%,-4,-15%
O=C(CN1CCN(S(=O)(=O)/C=C/c2ccccc2)CC1)Nc1ccc(N2CCOCC2)cc1,-5%,-1%,3.7,-1%,5%,15%,-3%,-3,-2%
Cc1cc(SCC(=O)NN=C2CCN(C(C)C)CC2)c(C)cc1Br,-3%,2%,-1.6,-9%,5%,10%,5%,17,-9%
CC(C)OCCCNC(=O)c1cccc2c1C(=O)c1ccc(Cl)cc1S2(=O)=O,7%,4%,0.3,2%,0%,9%,7%,-1,1%
O=C(NCc1ccccn1)c1nc(Cn2cc([N+](=O)[O-])cn2)no1,11%,-4%,-0.6,-6%,8%,7%,8%,-5,17%
O=c1[nH]cc(C(F)(F)F)cc1NS(=O)(=O)c1ccc([N+](=O)[O-])cc1,10%,-2%,-0.2,-10%,-1%,-5%,2%,-11,-11%
Cc1onc(-c2ccccc2)c1-c1nnc(CN2CCN(S(=O)(=O)c3ccccc3F)CC2)o1,8%,15%,-4.0,-2%,x,16%,-16%,0,-6%
O=C(Nc1ccncc1)c1cc(-c2ccccc2)nc2ccccc12,24%,1%,-3.6,2%,-20%,-6%,-8%,-8,21%
O=C1CCC(C(=O)Nc2cccc(Br)c2)N1 (stereo not drawn),-15%,-4%,1.9,-13%,-7%,8%,8%,-6,14%
COc1ccc(CNC(=O)Nc2nc(C(N)CCc3ccccc3)cs2)cc1 (stereo not drawn),4%,-2%,0.6,-4%,31%,3%,-6%,6,-9%
O=C(N1CCOCC1)N1CCCN(C(=O)N2CCOCC2)CC1,11%,-13%,-4.5,-4%,-56%,-1%,-7%[9.22 µM],-7,-27%
CCN(CC)C(=O)CSC1=N/C(=C/c2ccco2)C(=O)N1c1ccc(OC)c(Cl)c1,-18%,6%,-2.1,2%,x,-2%,4%,-19,-24%
Cc1nn(C2CCS(=O)(=O)C2)c(C)c1C=O (stereo not drawn),5%,3%,-1.1,3.4µM*,4%,7%,-12%,-67*,u
CCOC(=O)C1=C(COCCN)NC(C)=C(C(=O)OC)C1c1ccccc1Cl (stereo not drawn),-13%&-9%&1%,8%&0%&5%&1%,-0.7&-0.5&-0.2,-10%&-4%&6%,-10%&2%&11%,-19%&-19%&-27%,-11%&3%&-2%,48&53&15,-2%&1%&1%
CC(=O)c1c(CC(=O)O)[nH]n(-c2nc3ccccc3s2)c1=O,7%,-28%,0.2,-22%,37%,2%,-32%,x,u
COc1ccc(CNC(=O)C2CCCN2C)cc1OC (stereo not drawn),-10%,3%,-2.6,2%,-45%,7%,2%,4,-1%
CC1(C(=O)Nc2cnc3ccccc3c2)CCN1CCc1ccccc1 (stereo not drawn),-25%,2%,-0.8,-7%,-6%,5%,-3%,8,1%[57.1 µM]
COc1ccc(Cc2c(O)nc(SC)n(C(C)=O)c2=O)cc1,18%,1%,-0.4,-14%,22%,7%,12%,-75*,-13%
O=C(NNC(=O)c1ccc2ccccc2c1)c1cccc(Br)c1,-2%,-10%,0.0,-7%,3%,-4%,-1%,-2,-11%
CSc1nnc(C)c(=O)n1COC(=O)c1ccc(S(=O)(=O)N(C)C)cc1,15%,2%,0.2,-6%,4%,9%,5%,3,-3%

# Another view of eleven compounds above.
SMILES | EPAC1 antagonist | aSyn yeast inh | IL2 activator | PLK1 PBD block | FUS suppressor | EPAC1 ag | Abeta rescue | PI5P4Ka inh | WRN inhibitor
O=C(CN1CCN(S(=O)(=O)/C=C/c2ccccc2)CC1)Nc1ccc(N2CCOCC2)cc1 | -5% | -1% | 3.7 | -1% | 5% | 15% | -3% | -3 | -2%
Cc1cc(SCC(=O)NN=C2CCN(C(C)C)CC2)c(C)cc1Br | -3% | 2% | -1.6 | -9% | 5% | 10% | 5% | 17 | -9%
CC(C)OCCCNC(=O)c1cccc2c1C(=O)c1ccc(Cl)cc1S2(=O)=O | 7% | 4% | 0.3 | 2% | 0% | 9% | 7% | -1 | 1%
O=C(NCc1ccccn1)c1nc(Cn2cc([N+](=O)[O-])cn2)no1 | 11% | -4% | -0.6 | -6% | 8% | 7% | 8% | -5 | 17%
O=c1[nH]cc(C(F)(F)F)cc1NS(=O)(=O)c1ccc([N+](=O)[O-])cc1 | 10% | -2% | -0.2 | -10% | -1% | -5% | 2% | -11 | -11%
Cc1onc(-c2ccccc2)c1-c1nnc(CN2CCN(S(=O)(=O)c3ccccc3F)CC2)o1 | 8% | 15% | -4.0 | -2% | x | 16% | -16% | 0 | -6%
O=C(Nc1ccncc1)c1cc(-c2ccccc2)nc2ccccc12 | 24% | 1% | -3.6 | 2% | -20% | -6% | -8% | -8 | 21%
O=C1CCC(C(=O)Nc2cccc(Br)c2)N1 (stereo not drawn) | -15% | -4% | 1.9 | -13% | -7% | 8% | 8% | -6 | 14%
COc1ccc(CNC(=O)Nc2nc(C(N)CCc3ccccc3)cs2)cc1 (stereo not drawn) | 4% | -2% | 0.6 | -4% | 31% | 3% | -6% | 6 | -9%
O=C(N1CCOCC1)N1CCCN(C(=O)N2CCOCC2)CC1 | 11% | -13% | -4.5 | -4% | -56% | -1% | -7%[9.22 µM] | -7 | -27%
CCN(CC)C(=O)CSC1=N/C(=C/c2ccco2)C(=O)N1c1ccc(OC)c(Cl)c1 | -18% | 6% | -2.1 | 2% | x | -2% | 4% | -19 | -24%

# (next part)
SMILES,EPAC1 antagonist,aSyn yeast inh,IL2 activator,PLK1 PBD block,FUS suppressor,EPAC1 ag,Abeta rescue,PI5P4Ka inh,WRN inhibitor
Nc1nc(SCc2ccc(Cl)cc2Cl)ns1,-8%,15%,0.4,-6%,7%,3%,u,x,-8%
O=[N+]([O-])c1cccc(/C=N/n2c(C3CCCCC3)n[nH]c2=S)c1,7%,-10%,-0.4,-26%,-7%,-16%,24%,0,8%
C/C=C/c1ccc2c(c1)O[C@@H](CN(C)C(=O)c1ccc(F)cc1)[C@@H](C)CN([C@H](C)CO)S2(=O)=O,-18%,1%,-2.9,-5%,28%,-13%,1%,2,1%
Cc1cccc(NC(=O)c2sc(-c3ccccc3)nc2-c2ccc([N+](=O)[O-])cc2)c1,-7%,3%,1.9,1%,-7%,3%,8%,11,-5%
COc1cccc(C(=O)NCC(=O)N/N=C/c2cccc(OC(=O)c3ccc([N+](=O)[O-])cc3)c2)c1,-13%,-1%,-1.4,-9%,-8%,6%,0%,0,-34%[57.1 µM]
COc1cc2c(cc1OC)C(c1ccc(OC)c(OC)c1OC)CC(=O)N2 (stereo not drawn),-8%,0%,1.1,1%,-32%,-5%,16%,-1,-4%
COc1cc2c(cc1NC(=O)CSc1nnc(Cc3cccs3)n1Cc1ccco1)oc1ccccc12,-1%,25%,-3.0,u,u,2%,-5%,x,-28%
COc1ccc(-c2cn(Cc3ccc(C)cc3)nn2)cc1,9%,-1%,1.3,-2%,-10%,-9%,-23%,0,0%
CC(CN1CCN(C)CC1)OC(=O)c1ccc(Cl)cc1 (stereo not drawn),-6%,-3%,0.8,-16%,21%,3%,8%,-1,-14%
Cc1cc(C(C)(C)C)ccc1OCCCCN1CCCC1,4%,6%,-6.7,2%,x,-3%,-16%,3,-5%
O=C(CCCOc1ccccc1)N1CCCc2ccccc21,28%,-5%,-1.5,-8%,12%,9%,-25%,x,-4%
Cc1cccc(C(=O)N/N=C/c2coc3ccccc3c2=O)c1,-4%,-4%,0.2,u,26%,-1%,-22%,u,-5%
O=C(CCSc1ccc(Cl)cc1)c1cccs1,14%,3%,-1.0,-23%,23%,-2%,-9%,9,-17%
O=C(OCC(=O)N1CCOCC1)c1ccc(Cl)c(S(=O)(=O)N2CCc3ccccc32)c1,-7%,19%,1.3,-2%,21%,9%,16%,2,0%
Cc1noc(C)c1C(=O)N1CCCC1,-7%,-2%,-1.6,-8%,-29%,10%,6%,2,1%
Cc1oc(-c2ccccc2)nc1CS(=O)CC(=O)NC1CCCC1 (stereo not drawn),-13%,3%,0.0,-29%,-11%,-5%,6%,4,0%
CS(=O)(=O)N(CC(=O)Nc1cccc(Br)c1)Cc1ccccc1,-9%,16%,-3.2,-18%,12%,8%,9%,-1,1%
O=P(CCCCCCCCCP(=O)(c1ccccc1)c1ccccc1)(c1ccccc1)c1ccccc1,-7%,-20%,-1.5,-4%,30%,-6%,1%,0,-10%
O=C(CCc1ccc(Oc2cc([N+](=O)[O-])cc([N+](=O)[O-])c2)cc1)NC1CCCC1,-2%,9%,1.3,-4%,-12%,-1%,-4%,4,-2%
COc1cc(C2c3cc4c(cc3OC(N3CCOCC3)C2C)OCO4)cc(OC)c1OC(C)=O (stereo not drawn),8%,0%,-4.5,2%,x,-3%,10%,-3,-14%

# As a working copy, some entries already given:
SMILES,EPAC1 antagonist,aSyn yeast inh,IL2 activator,PLK1 PBD block,FUS suppressor,EPAC1 ag,Abeta rescue,PI5P4Ka inh,WRN inhibitor
Nc1nc(SCc2ccc(Cl)cc2Cl)ns1,-8%,15%,0.4,-6%,7%,3%,u,x,-8%
O=[N+]([O-])c1cccc(/C=N/n2c(C3CCCCC3)n[nH]c2=S)c1,7%,-10%,-0.4,-26%,-7%,-16%,24%,0,8%

# Additional entries follow.
SMILES,EPAC1 antagonist,aSyn yeast inh,IL2 activator,PLK1 PBD block,FUS suppressor,EPAC1 ag,Abeta rescue,PI5P4Ka inh,WRN inhibitor
Cc1ccccc1-n1nc2c(c1NC(=O)c1cccc(F)c1)CS(=O)C2 (stereo not drawn),5%,-1%,-4.7,-1%,-13%,-5%,-6%,0,6%
COC(=O)C1(C)NC(c2ccc(Cl)cc2)C2C(=O)N(c3ccccc3)C(=O)C21 (stereo not drawn),-8%,-3%,-3.6,-14%,-3%,-1%,-8%,-1,-4%
Nc1nc2c([N+](=O)[O-])cccc2s1,-3%,-7%,-1.1,-14%,-29%,-1%,2%,1,10%
Cc1c(C(=O)Nc2ccc3nc(N4CCOCC4)sc3c2)oc2ccccc12,7%,-2%[1.84 µM],-0.7,-11%,18%,2%,-13%,-7,-9%
